Assay outcomes deposited in PubChem by Southern Research Specialized Biocontainment Screening Center.
VEEV TC-83 Vero – inhibitors of VEEV TC-83 cytopathic effect, confirmation, Vero cells (AID 588727) | Vero cells, VEEV TC-83 cytopathic effect inhibition; higher % means a stronger effect | one-dose inhibition, % at 20 µM; IC50 in µM for titrated hits | hit rate 0.13% among 350,000; in the data active means a potency from the dose series; inconclusive means inhibition mostly from about 14% at the one dose, without a potency; inactive means the rest, 99 in 100 with inhibition below about 12%; further: strong numbers were not always called active
H1N1 NS1A inhibition – H1N1 influenza NS1A inhibitors, functional cell based assay (AID 504329). one-dose inhibition, % at 12.5 µM; IC50 in µM for titrated hits. hit rate 0.3% among 340,000. NS1A functional cell-based assay, percent inhibition; higher % means a stronger effect; in the data active means a potency from the dose series; inconclusive means inhibition above about 27% without an active follow-up result; further: strong numbers were not always called active
H37Rv inhibition – M. tuberculosis growth inhibition, HTS (AID 449762); M. tuberculosis H37Rv growth inhibition, 7H9 media; higher % means a stronger effect; one-dose inhibition, % at 25 µM; IC50 in µM for titrated hits; hit rate 0.59% among 330,000; in the data active means a potency from the dose series; inconclusive means inhibition above about 70% without an active follow-up result;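 further: bacterial growth assessed after seven days of incubation; strong numbers were not always called active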
Salmonella PhoP GFP – PhoP regulon inhibitors, Salmonella typhi PhoP promoter GFP reporter, confirmatory (AID 1850); hit rate 0.33% among 310,000; inhibition, % at 50 µM, or IC50 in µM where a hit was titrated; Salmonella Typhi PhoP-promoter GFP reporter, fluorescence, 4 h; higher % means a stronger effect; in the data active means a potency from the dose series; inconclusive means inhibition mostly from about 25% at the one dose, without a potency; inactive means the rest, 99 in 100 with inhibition below about 19%;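 further: 0% = induced wells with vehicle and 100% = uninduced wells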
tuberculosis growth – growth inhibition of non-replicating M. tuberculosis (AID 488890) | Mycobacterium tuberculosis non-replicating, growth inhibition; higher % means a stronger effect | inhibition, % at 25 µM, or IC50 in µM where a hit was titrated | hit rate 0.39% among 320,000; in the data active means a potency from the dose series; inconclusive means inhibition mostly from about 82% at the one dose, without a potency; inactive means the rest, 99 in 100 with inhibition below about 76%;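 further: plate controls were DMSO cells for no effect and high antibiotic wells for full effect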
VEEV TC-83 Vero 10K pilot screen – further read-out of VEEV TC-83 Vero, marked with its call; inhibition, %; measured here: 10K pilot screen inhibition
Starred values were filed as active, the others as inactive; i = inactive; ? = inconclusive; / = no result given. This is a random part of the collection; 1.6% or so of the library scored in one or more.

SMILES | VEEV TC-83 Vero | H1N1 NS1A inhibition | H37Rv inhibition | Salmonella PhoP GFP | tuberculosis growth | others
COC(=O)c1cnc(Nc2cc(C)ccc2OC)c2ccccc12 | 1.4% | -43% | -4% | -13% | 11%
Cc1ccc(N2C(=O)c3ccccc3C2Nc2ccccc2)nc1 (stereo not drawn) | 1.0% | 6% | 5% | -4% | 42% | VEEV TC-83 Vero 10K pilot screen=0.6
Cc1cccc(-n2c(CCc3ccccc3)nnc2SCC(=O)c2ccccc2)c1 | 6.3% | -4% | 13% | -17% | 27%
Cc1c(C(=O)NCc2ccco2)cccc1[N+](=O)[O-] | i | -10% | 12% | -4% | 8%
Cc1ccc(CNC(=O)C2CCN(S(=O)(=O)c3cccs3)CC2)cc1 | 0.4% | 2% | -1% | -2% | -12%
COCC(=O)N(C)C1(c2nnnn2CCOC(=O)Nc2ccc(Cl)cc2)CCCC1 | 0.7% | -4% | -1% | 3% | -25%
COc1cc(OC)cc(-c2nnc(NC(=O)Cc3ccc(F)cc3)o2)c1 | 3.2% | -5% | 63% | 1% | -6%
CC(=O)c1cccc(NS(=O)(=O)c2cc(-c3cnc(C4CC4)o3)ccc2C)c1 | 7.1% | -4% | -3% | -10% | 8%
O=C(Nc1nnc(SCC(=O)N2CCOCC2)s1)C1CC(=O)N(c2ccccc2)C1 (stereo not drawn) | i | -17% | 1% | -2% | -10%
CC1CC(C)CN(c2nc3c(c(=O)n(C)c(=O)n3C)n2CCSc2ncccn2)C1 (stereo not drawn) | 6.8% | -14% | -2% | 9% | 12%

Fetched by structure from the list above:
SMILES | VEEV TC-83 Vero | H1N1 NS1A inhibition | H37Rv inhibition | Salmonella PhoP GFP | tuberculosis growth | others
COC(=O)c1cnc(Nc2cc(C)ccc2OC)c2ccccc12 | 1.4% | -43% | -4% | -13% | 11%
COCC(=O)N(C)C1(c2nnnn2CCOC(=O)Nc2ccc(Cl)cc2)CCCC1 | 0.7% | -4% | -1% | 3% | -25%

New compounds follow:
SMILES | VEEV TC-83 Vero | H1N1 NS1A inhibition | H37Rv inhibition | Salmonella PhoP GFP | tuberculosis growth | others
O=C(COc1cccc(F)c1)Nc1nc(-c2cccnc2)cs1 | 10% | 3% | -9% | / | -22%
c1ccc2c(Nc3nc(N4CCOCC4)c4ccccc4n3)cccc2c1 | 6.4% | -2% | 64% | -5% | 72%
O=C(CSc1nnc(-c2ccc(F)cc2)o1)c1ccc2c(c1)OCCO2 | i | 1% | 3% | -7% | 8%
N#Cc1nc(Cc2ccccc2)oc1NCCN1CCOCC1 | 0.7% | 6% | 6% | 29% | -5%
CCOC(=O)c1ccc(NC(=O)CSc2nnc(Cn3c(=O)sc4ccccc43)n2C)cc1 | 1.2% | 1% | -6% | 7% | -19%
O=C1NC(Cc2c[nH]c3ccccc23)C(=O)N1Cc1cccc2ccccc12 (stereo not drawn) | 6.3% | -6% | 7% | -3% | 42%
COc1ccccc1-c1c(C)nn2c(N3CCN(Cc4ccccc4)CC3)cc(C)nc12 | 3.9% | 29% | ? | -15% | /
COc1ccc(C(=O)Nc2c(C(C)(C)C)nn(C)c2C(C)(C)C)cc1 | i | -7% | -17% | 6% | -8%
CCN(C(=O)c1cc2c(=O)n3cccc(C)c3nc2n1CCCOC)C1CCCCC1 | ? | -19% | 8% | -10% | 39%
COc1cc(/C=C2\SC(=O)N(Cc3ccc(Cl)cc3)C2=O)cc([N+](=O)[O-])c1O | 1.8% | 27µM* | / | / | /

Overlap with the part before: 7 compounds, then new ones.
SMILES | VEEV TC-83 Vero | H1N1 NS1A inhibition | H37Rv inhibition | Salmonella PhoP GFP | tuberculosis growth | others
N#Cc1nc(Cc2ccccc2)oc1NCCN1CCOCC1 | 0.7% | 6% | 6% | 29% | -5%
CCOC(=O)c1ccc(NC(=O)CSc2nnc(Cn3c(=O)sc4ccccc43)n2C)cc1 | 1.2% | 1% | -6% | 7% | -19%
O=C1NC(Cc2c[nH]c3ccccc23)C(=O)N1Cc1cccc2ccccc12 (stereo not drawn) | 6.3% | -6% | 7% | -3% | 42%
COc1ccccc1-c1c(C)nn2c(N3CCN(Cc4ccccc4)CC3)cc(C)nc12 | 3.9% | 29% | ? | -15% | /
COc1ccc(C(=O)Nc2c(C(C)(C)C)nn(C)c2C(C)(C)C)cc1 | i | -7% | -17% | 6% | -8%
CCN(C(=O)c1cc2c(=O)n3cccc(C)c3nc2n1CCCOC)C1CCCCC1 | ? | -19% | 8% | -10% | 39%
COc1cc(/C=C2\SC(=O)N(Cc3ccc(Cl)cc3)C2=O)cc([N+](=O)[O-])c1O | 1.8% | 27µM* | / | / | /
CCOc1cc(C2NC(=O)NC(C)=C2C(C)=O)cc(Cl)c1OCC(=O)O (stereo not drawn) | i | 11% | 5% | 2% | 6%
Cc1cc(=O)n2nc(N3CCCC(C(=O)NCCCN4CC(C)CC(C)C4)C3)sc2n1 (stereo not drawn) | i | -3% | -5% | -3% | -9%
Cn1c(SCC(=O)NC2CCCC2)nnc1C(F)(F)F | 2.2% | 6% | 1% | / | 24%
CC1CCCCN1S(=O)(=O)c1ccc(S(=O)(=O)N2CCN(C)CC2)cc1 (stereo not drawn) | i | 4% | -15% | -1% | -7%
CNC(=S)N1N=C(c2ccc(OC)cc2)CC1c1ccccc1Cl (stereo not drawn) | 1.5% | -19% | -1% | -2% | 13%
Cc1onc(-c2c(Cl)cccc2Cl)c1C(=O)O/N=C(\C#N)c1c(Cl)cccc1Cl | 0.8% | 0% | 0% | 1% | 5%
COc1cccc(CCNc2ccc(N3C(=O)CC(C)C3=O)cc2[N+](=O)[O-])c1 (stereo not drawn) | 0.6% | -6% | -6% | -6% | 17%
CC(/C=C/c1ccccc1)=N\NC(=O)c1ccc(Br)cc1 | 1.3% | -8% | ? | 4% | ?
Cc1sc2nc(CSC(C)C(=O)Nc3ccc(C#N)cc3)[nH]c(=O)c2c1C (stereo not drawn) | 0.8% | -3% | -2% | -3% | 21%
CC12CCC(c3c(CO)nn(-c4ccccc4)c31)C2(C)C (stereo not drawn) | i | 0% | -19% | -10% | -3%
CC(C)(C)[C@@H]1C=C(C(=O)O)O[C@H](OCCCCO)C1 | 1.2% | -5% | 2% | -4% | -8%
Cc1ccc(S(=O)(=O)/N=C(\N)c2ccc(F)cc2)cc1 | 1.6% | -4% | -14% | -6% | -7%
O=C1CCC(C(=O)OC(C(=O)Nc2cc(Cl)cc(Cl)c2)c2ccccc2)=NN1 (stereo not drawn) | 0.6% | -8% | -4% | / | 7%
CCNc1sc(C(=O)OCC)c(N)c1C#N | 0.8% | 0% | 6% | 4% | 2%
CC(=O)NC(CCS(C)(=O)=O)C(=O)Nc1cc(Cl)ccc1Cl (stereo not drawn) | 0.3% | 4% | -8% | 3% | -14%
O=C(NCc1ccco1)C(c1ccccc1)N(Cc1ccccc1)C(=O)Cn1nnc2ccccc21 (stereo not drawn) | 10% | -6% | 3% | 14% | 4%
Cn1nccc1NC(=O)CSCC(=O)O | 0.8% | -21% | -3% | 11% | 0%
CCOc1ccc(C2C(C#N)=C(N)Oc3cc(C)n(CCN4CCOCC4)c(=O)c32)cc1OCC (stereo not drawn) | i | 6% | / | / | /
CC1CCN(c2ccccc2NC(=O)c2cc([N+](=O)[O-])ccc2N2CCOCC2)CC1 | 3.8% | 1% | 0% | -2% | 6%
CCCCCC(=O)NC(=S)Nc1ccccc1C(=O)OC | 6.2% | 5% | / | -5% | 22%
Cc1cc(=O)n2nc(N3CCCC(C(=O)N4CCN(c5ccccc5)CC4)C3)sc2n1 (stereo not drawn) | 10% | -16% | -5% | -1% | 69%
CC(N)Cc1c[nH]c2ccc(Cl)cc12 (stereo not drawn) | i | -4% | -5% | -3% | 3%
O=C(COc1ccc(C(=O)c2ccccc2)cc1)NCc1ccc(F)cc1 | 8.2% | -9% | 0% | -7% | ?
C=CCOC(=O)C1=C(C)NC(SCC(=O)Nc2ccc(C)c(Cl)c2)=C(C#N)C1c1ccco1 (stereo not drawn) | 9.8% | -2% | -5% | -13% | /
CCn1cc(/C=C(\NC(=O)c2cc(OC)c(OC)c(OC)c2)C(=O)NCCN2CCOCC2)c2ccccc21 | 0.7% | -4% | -1% | 9% | 1%
CS(=O)Cc1cc(Sc2ccccc2)nc(-c2cccnc2)n1 (stereo not drawn) | 1.4% | -14% | 2% | -7% | -3% | VEEV TC-83 Vero 10K pilot screen=1.3
O=C(NCc1ccc2c(c1)OCO2)C1COc2ccccc2O1 (stereo not drawn) | 0.7% | 0% | 10% | 3% | 69%
CS(=O)(=O)c1ccc(C(=O)Nc2ccc(N3CCOCC3)cc2)c(Cl)c1 | 2.0% | -4% | -8% | -2% | -3%
CCc1ccc(CN(C)C(=O)c2cc(COc3cccc(C(F)(F)F)c3)on2)nc1 | 1.2% | -10% | 32% | -3% | 61%
CCOc1cc(/C=N/NC(=O)c2ccc(NC(=O)C3CC3)cc2)ccc1O | 8.4% | 0% | -5% | -8% | 4%
N#Cc1ccc(OCC(=O)NNC(=O)C2CCCCC2)cc1 | 0.7% | -5% | 1% | / | -4%
COCCNC(=O)C(c1ccc(F)cc1)N(Cc1ccco1)C(=O)CCC(=O)Nc1nccs1 (stereo not drawn) | 0.1% | -2% | 2% | -12% | -5%
COC(=O)CC1COc2ccccc2N1C(=O)c1cccc(Cl)c1 (stereo not drawn) | i | 0% | 5% | -3% | -7%
O=C(NCc1csc(-c2cccs2)n1)c1ccccc1 | i | -3% | 8% | 0% | 0%
COc1cccc(C(=O)N2CCN(Cc3ccc(OC)cc3OC)CC2)c1 | 0.2% | -24% | 4% | 10% | 9%
CCOC(=O)C1CCN(S(=O)(=O)c2ccc3c(c2)NC(=O)C(C)S3)CC1 (stereo not drawn) | 2.2% | -1% | 2% | 6% | 3%
Nc1nonc1-n1nnc(C(=O)N/N=C/c2cccnc2)c1-c1cccs1 | 3.3% | -5% | 3% | 5% | 6%
Cc1c(C(=O)OCC(=O)N2CCC(C)CC2)oc2ccccc12 | 2.7% | -7% | 15% | 7% | 43%
CNC(=O)C1(C)C=CC2(CCCCC2)N1C(=O)OC (stereo not drawn) | 0.6% | -10% | -2% | -1% | -2% | VEEV TC-83 Vero 10K pilot screen=0.7
O=C(Cn1c(=O)oc2ccccc21)NCc1ccco1 | 2.1% | -2% | -9% | 2% | -5%
CCOc1ccc(/C=C/C(=O)Nc2ccc(OC)cc2[N+](=O)[O-])cc1 | 0.2% | 10% | 2% | -1% | -6%
O=C(COc1cccc(-n2cnnn2)c1)N1CCOCC1 | i | -10% | -3% | -5% | 3%
O=C(O)c1ccc(C2(c3ccc(C(=O)O)cc3)OC(=O)c3ccccc32)cc1 | i | -2% | 7% | -5% | 8%
COc1ccc2[nH]cc(CCNC(=O)Cc3c(F)cccc3Cl)c2c1 | 1.3% | -1% | 9% | 3% | 20%
CCn1c(COc2cccc(OC)c2)nnc1SCC(=O)NCC1CCCO1 (stereo not drawn) | 1.9% | -4% | 8% | -9% | -13%
Cn1c(=O)c2c(nc(N/N=C3\CCCc4ccccc43)n2Cc2ccc(F)cc2)n(C)c1=O | 1.1% | -8% | -1% | -7% | -1%
O=C(OCC#CCSc1nc2ccccc2o1)c1ccco1 | i | -12% | ? | 1% | 5.8µM*
NC(=O)CC(NC(=O)OCc1ccccc1)C(=O)O (stereo not drawn) | 1.4% | 3% | -8% | 0% | -5%
Cc1ccc(/C=C2\C(=O)NC(=O)N(CC3CCCO3)C2=O)s1 (stereo not drawn) | 1.4% | -2% | 5% | -11% | -6%
COc1cc(/C=N/NC(=S)Nc2cccc(C(=O)O)c2)ccc1O | 0.3% | -4% | -2% | -2% | -24%

Next results.
SMILES | VEEV TC-83 Vero | H1N1 NS1A inhibition | H37Rv inhibition | Salmonella PhoP GFP | tuberculosis growth | others
CC1(c2ccc(NC(=O)c3ccccc3F)cc2)CC1(Cl)Cl (stereo not drawn) | 5.1% | -5% | 6% | -2% | 42%
Cc1cccc(C)c1NC(=O)CS(=O)CC(=O)N1CCN(c2ccccc2)CC1 (stereo not drawn) | 0.4% | 2% | 3% | 2% | 0%
COc1ccccc1CCc1nnc(CCC(=O)NC(C)Cc2cccc(C)n2)o1 (stereo not drawn) | 0.8% | 20% | -3% | -9% | -1%
CN(C(=S)Nc1ccccc1)c1ccccc1 | 0.6% | -7% | -6% | -6% | 0%
CC(/C=N/NC(=O)CSc1ccccn1)=C\c1ccc(C(C)C)cc1 | 3.1% | 8% | 22% | 3% | ?
Cc1ccc(OCC(=O)NNC(=O)C2CSC3(C)CCC(=O)N23)cc1C (stereo not drawn) | 0.8% | -10% | / | / | /
COc1c(C)cc(C(=O)C2CCCN(C(=O)c3ccc4cc[nH]c4c3)C2)cc1C (stereo not drawn) | 3.7% | 6% | -3% | -8% | 4%
